Screens deposited in PubChem by Sanford-Burnham Center for Chemical Genomics.
MIN6 prolif – induces beta-cell replication in MIN6 cells | AID 2380 | 330,000 tested, 0.29% active | proliferation, % at 10 µM | MIN6 cells proliferation, ATPlite luminescence, 48 h; cells starved in 0.2% serum; 100% = growth in 10% serum;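 active = compounds whose signal lies at least 3.5 SD above the mean of all wells on their plate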;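 note: 0% = DMSO-treated cells in low-serum medium and 100% = 10% serum control; some compounds called inactive have numbers as strong as hits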
hIAP activ – human IAP activation; 330,000 tested, 0.16% active; activation factor at 10 µM; purified human IAP, CDP-Star luminescence, 30 min; active compounds read high; 1 = vehicle-only enzyme, 0 = enzyme-free background; P09923;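 active = activation factor of the enzyme at least 2-fold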; note: the source names both 10 and 20 µM as test concentration; values of inactives mirror those of a sister screen read the other way
A3A deaminase – human APOBEC3A DNA deaminase inhibition. P31941. recombinant A3A, FAM/TAMRA ssDNA deamination fluorescence. inhibition, % at 20 µM. 330,000 tested, 0.41% active. AID 493011;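 active = at least 40% inhibition at 20 µM here, with at most 30% in a related deaminase screen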;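 note: plate controls were A3A with DMSO for no effect and wells lacking A3A enzyme for full effect; some results filed as inactive read as strong as hits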
Target sequence (P31941 whole entry, looked up): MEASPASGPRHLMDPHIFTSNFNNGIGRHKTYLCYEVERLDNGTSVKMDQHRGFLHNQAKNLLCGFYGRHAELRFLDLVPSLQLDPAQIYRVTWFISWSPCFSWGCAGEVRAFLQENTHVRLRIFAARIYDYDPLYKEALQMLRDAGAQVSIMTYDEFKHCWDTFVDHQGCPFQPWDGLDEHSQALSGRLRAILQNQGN
hIAP block – human IAP inhibition | 330,000 tested, 0.12% active | P09923 | inhibition, % at 10 µM | purified IAP, CDP-Star luminescence, 30 min;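 active = inhibition reaching a set limit with compound at 10 µM in the primary screen, cut at about 35% in these data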;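 note: plate controls were DMSO wells with enzyme for no effect and no-enzyme buffer wells for full effect; values of inactives mirror those of a sister screen read the other way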
NR3A LBD binder – NR3A (human) ligand-binding domain modulation; NR3A LBD differential scanning fluorimetry, Tm shift; 0% = protein alone, 100% = glycine-bound protein; Tm shift relative to glycine control, % at 25 µM; 340,000 tested, 2.5% active;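 active = melting temperature shift of at least 10% of the positive control shift, at one fixed dose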
MPTP block – blocks calcium-induced mitochondrial swelling; isolated mouse mitochondria, Ca2+ swelling absorbance, 30 min; inhibition, % at 10 µM; 360,000 tested, 1.4% active; AID 602449;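 active = inhibition of 50% or more, scaled per plate between neutral and stimulator controls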;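 note: 0% = DMSO wells given calcium and 100% = 1 mM EGTA wells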
mIAP act – mouse IAP activation; muIAP, CDP-Star luminescence, 30 min; active compounds read high; 1 = vehicle-only enzyme signal, 0 = enzyme-free wells; activation factor at 10 µM; 330,000 tested, 0.24% active; AID 2805;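 active = activation factor of at least 2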; note: the source names both 10 and 20 µM as test concentration; values of inactives mirror those of a sister screen read the other way
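Assay system: mouse IAP enzyme / Compound: DMSO-dissolved test compounds / Timing: 30 min, room temperature / Measured by: luminescence from enzymatic CDP-Star hydrolysis / Control set: DMSO-only wells, enzyme-free buffer wells as negative control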
mIAP block – blocks mouse intestinal alkaline phosphatase | purified mouse IAP, CDP-Star luminescence, 30 min | inhibition, % at 10 µM | 330,000 tested, 0.2% active;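 active = inhibition of at least 40% at 10 µM in the primary screen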;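 note: plate controls were DMSO with enzyme for no effect and no enzyme wells for full effect; values of inactives mirror those of a sister screen read the other way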
A3G deaminase – blocks human APOBEC3G single-stranded DNA deamination; AID 493012; 330,000 tested, 0.28% active; Q9HC16; recombinant A3G, ssDNA deamination FAM/TAMRA fluorescence; inhibition, % at 20 µM;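 active = inhibition of at least 40% at 20 µM, with no more than 30% in the related APOBEC3A deaminase screen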;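 note: plate controls were DMSO wells with A3G for no effect and wells lacking A3G enzyme for full effect; some compounds called inactive have numbers as strong as hits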
Target sequence (Q9HC16 whole entry, looked up): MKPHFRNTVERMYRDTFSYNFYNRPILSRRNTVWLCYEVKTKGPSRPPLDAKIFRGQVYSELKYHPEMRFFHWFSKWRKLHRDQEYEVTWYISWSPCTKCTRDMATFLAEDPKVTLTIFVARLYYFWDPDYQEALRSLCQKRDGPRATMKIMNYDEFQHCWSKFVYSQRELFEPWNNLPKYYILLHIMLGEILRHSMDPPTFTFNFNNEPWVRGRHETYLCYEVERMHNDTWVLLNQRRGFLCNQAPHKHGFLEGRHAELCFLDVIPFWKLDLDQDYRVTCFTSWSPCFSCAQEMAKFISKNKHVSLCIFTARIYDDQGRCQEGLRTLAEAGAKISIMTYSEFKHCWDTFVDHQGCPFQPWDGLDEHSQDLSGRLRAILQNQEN
The depositor's hits bear a star; x = no result given. Random draw from the library, and some 5% of all compounds hit somewhere here.

canonical_smiles	MIN6 prolif	hIAP activ	A3A deaminase	hIAP block	NR3A LBD binder	MPTP block	mIAP act	mIAP block	A3G deaminase
O=C(c1ccc([N+](=O)[O-])cc1)N(Cc1ccc(Cl)cc1Cl)N1C(=O)CCCC1=O	-2	1.1	0	-9	0	-1.1	0.89	11	-4
COc1ccc(CNC(=O)CCNC(=O)c2ccc(C(C)(C)C)cc2)cc1OC	4	1	-5	-4	4	-1.1	1	0	-11
CC(=O)N(CN1C(=O)c2ccc([N+](=O)[O-])cc2C1=O)c1ccc(F)cc1	-1	0.95	-2	5	0	1.2	0.97	3	-9
Cc1ccc(OCCC(=O)OCC(=O)Nc2ccc(F)cc2)cc1	-2	1.1	1	-10	-1	-0.4	1	0	-4
CCCn1c(=O)c(Br)cn(-c2ccccc2C)c1=O	4	0.81	1	19	2	-0.7	0.94	6	12
CCOC(=O)C1(Cc2cccc(OC)c2)CCN(CC2CC=CCC2)CC1 (stereo not given)	-3	0.93	-4	7	0	1.4	0.9	10	-7
CCOc1ccc(S(=O)(=O)N2CCN(C(=O)c3cccnc3)CC2)cc1	-2	1.1	4	-7	1	-1.0	1.1	-9	8
COC(=O)C[C@H]1c2ccccc2S(=O)(=O)N1Cc1ccc(OC)cc1	-4	1.1	0	-5	-2	0.4	0.95	5	-2
CC1=C(C(=O)OCc2ccccc2)C(c2ccccc2)NC(=O)N1CCCCCC(=O)O (stereo not given)	-2	0.85	-2	15	-4	0.0	0.91	9	-6
COc1ccc(C(=O)NC(Cc2ccccc2)c2ccc3c(c2)OCCCO3)cc1 (stereo not given)	-3	0.85	1	15	1	26	1.2	-23	-5
CCOC(=O)C1=C(C)N(c2ccc(OC)cc2)C(=O)/C1=C\c1cccs1	-1	0.86	-1	14	-1	4.8	0.92	8	-11
CCOC(=O)c1c(N)n(-c2ccc(N)cc2)c2nc3ccccc3nc12	1	1.1	-2	-8	0	0.5	0.9	10	-6
O=S(=O)(NCc1ccncc1)c1ccccc1	-3	0.93	-1	7	2	10	1.1	-6	-6
O=C(NC(=S)Nc1ccc(CN2CCCCC2)cc1)c1cccc(OCc2ccccc2)c1	-7	1	0	-1	-4	84*	0.79	21	-8
CCOc1ccc(C(=O)N/N=C/c2ccccc2[N+](=O)[O-])cc1	-2	1.1	0	-12	3	1.4	1.1	-10	2
COC(=O)Cc1ccc(NC(=O)c2ccccc2Br)cc1	1	1.1	-1	-6	-1	1.4	0.98	2	-5
O=C(O)CCC(=O)Nc1ccc(Br)cc1C(=O)c1ccccc1	2	1.1	2	-11	-2	0.9	1.1	-5	-5
CN[C@H](C)C(=O)NC[C@H]1O[C@@H](n2cnc3c(N)ncnc32)[C@H](O)[C@@H]1O	x	x	6	x	1	-0.8	1.1	-6	3
COc1ccc(Cl)cc1NC(=O)COc1ccc2c(c1)OCO2	1	0.98	-2	2	-2	-0.2	1.1	-8	-3
COc1ccc(S(=O)(=O)NCCC(=O)Nc2ccc(C)cc2)cc1	0	1	-2	0	-3	1.0	0.94	6	-6
CN(C)CCCN(C(=O)c1ccc([N+](=O)[O-])o1)c1nc2cc3c(cc2s1)OCO3	-6	1.1	-1	-7	-1	-0.4	0.98	2	-1
Cc1cc(N2CCOCC2)nc2ccc(NC(=S)NC(C)C)cc12	-3	0.97	-5	3	0	1.0	1	-3	-7
Cc1ccc(NC(=O)c2cc(-c3cc(Cl)ccc3O)n[nH]2)cc1C	1	1.9	-1	-94	29*	5.0	1	-3	-8
Cc1ccc(Nc2nc(-c3cccnc3)nc3ccccc23)cc1	-3	0.86	-3	14	-2	16	1	0	-6
CC(=O)NCC1CCCN(c2nc3nonc3nc2N(C)Cc2ccccc2)C1 (stereo not given)	-2	0.9	5	10	-1	-0.5	1	0	-5
S=C(NCc1ccco1)Nc1ccc2c(c1)OCCO2	-3	0.93	0	7	-1	-2.6	0.92	8	0
CCCCN1C(N)=NC[C@@H]1Cc1ccccc1	-1	1.1	0	-13	2	-0.6	0.92	8	-1
CNc1nc(-c2ccccc2)cc(C(F)(F)F)c1C#N	1	1.1	4	-15	-1	4.2	1.1	-15	3
O=C1CC2(CCN(C(=O)c3ccccc3Br)CC2)Oc2ccccc21	2	1.1	-3	-8	-3	-2.5	0.98	2	-4
CCCCN1CC2([N+](=O)[O-])C=CC(=O)C([N+](=O)[O-])(C1)C2CC(=O)c1ccccc1 (stereo not given)	-2	0.88	-3	12	4	9.2	1	-5	-3
COc1ccc(C(=O)NCCn2cc(SCC(=O)Nc3nnc(C)s3)c3ccccc32)cc1	-1	0.85	1	15	-1	-1.2	0.94	6	-4
CCOC(=O)CNc1nc(Cl)nc(Nc2ccc(C)cc2)n1	-1	1	0	-3	-18	0.0	1.1	-7	-6
Nc1ccc(C(=O)NCC2(c3ccccc3)CCCC2)cc1	-1	1.3	-6	-26	2	0.8	1.2	-19	1
C/C(=N\NC(=O)c1ccc(O)cc1)c1cccc(NC(=O)c2ccccc2C)c1	-6	1	0	0	7	0.8	1	-1	-4
O=C1C2C3CCC(C3NCc3ccccc3)C2C(=O)N1Cc1ccccc1 (stereo not given)	1	1.1	-4	-13	1	0.2	1	0	-7
Cn1c(=O)c2c(ncn2CC(=O)N2CCOCC2)n(C)c1=O	0	0.99	-24	1	2	-1.5	0.97	3	-5
OC(c1ccc(Cl)cc1)C(O)c1nc2ccccc2[nH]1 (stereo not given)	-1	0.87	4	13	-1	-1.7	0.95	5	-10
Cc1ccc2c(c1)[nH]c1c(=O)n(CCN3CCCCC3)cnc12	0	1.1	-1	-7	-10	-4.0	1	-4	-6
CC(C)CC(=O)OCc1cn(-c2ccccc2)nn1	2	0.85	-1	15	0	2.0	1.1	-6	-2
COc1ccc(S(=O)(=O)NC2CCCC2)cc1C(N)=O	0	0.93	-1	7	0	0.3	0.95	4	-10
COCCNC(=O)Cc1c(C)c2c(cc(C)c3c(C)coc32)oc1=O	-3	1.2	3	-20	1	0.5	1.1	-8	3
COCCCn1c(SCC(=O)NC(C)(C)C)nnc1-c1ccccc1	-5	0.92	-2	8	1	-0.4	0.87	13	-4
Cc1oc(-c2ccc(-c3ccccc3)cc2)nc1CN(C)C1CCOC1 (stereo not given)	-2	1	1	-4	-1	0.9	1.1	-7	-3
CC(NC(=O)c1ccccc1)c1nnc(SCC(=O)NC2=NCCS2)n1C (stereo not given)	0	1.1	-1	-13	-4	-1.2	0.96	4	-7
CCN(C[C@H]1N[C@@](CC)(C(=O)OC)[C@H]2C(=O)N(C)C(=O)[C@@H]12)C(=O)Nc1ccc(C(F)(F)F)cc1	-2	1.1	-2	-10	0	0.1	1.1	-14	-8

Reformatted: two of the compounds above.
Structure: CC(C)CC(=O)OCc1cn(-c2ccccc2)nn1
  MIN6 prolif: 2
  hIAP activ: 0.85
  A3A deaminase: -1
  hIAP block: 15
  NR3A LBD binder: 0
  MPTP block: 2.0
  mIAP act: 1.1
  mIAP block: -6
  A3G deaminase: -2
Structure: OC(c1ccc(Cl)cc1)C(O)c1nc2ccccc2[nH]1 (stereo not given)
  MIN6 prolif: -1
  hIAP activ: 0.87
  A3A deaminase: 4
  hIAP block: 13
  NR3A LBD binder: -1
  MPTP block: -1.7
  mIAP act: 0.95
  mIAP block: 5
  A3G deaminase: -10

Later entries:
canonical_smiles	MIN6 prolif	hIAP activ	A3A deaminase	hIAP block	NR3A LBD binder	MPTP block	mIAP act	mIAP block	A3G deaminase
O=C(/C=C/c1ccccc1)NNC(=O)C1CC1	-3	1.6	-3	-56	2	-1.9	0.95	5	-6
CCOC(=O)/C=C/C(=O)Nc1ccc(S(=O)(=O)Nc2nccs2)cc1	2	0.91	1	9	-5	-1.8	0.92	8	-2
N#CC(C#N)=C(N)Nc1cccc(Cl)c1	-1	0.93	-2	7	2	-2.6	1.1	-7	-6
CCOc1ccc(C(=O)Nc2nnc(C3=COCCO3)o2)cc1	-3	1.4	-3	-36	-2	1.2	0.98	2	-6
Cc1ccc(-c2csc(Nc3ccc(S(N)(=O)=O)cc3)n2)o1	-4	0.85	-9	15	5	1.1	0.71	29	52*
COc1ccc(OC)c(/C=N/NC(=O)c2cnccn2)c1	0	1.1	-2	-8	1	2.9	1.1	-7	-5
COc1cccc(-c2nc(-c3ccc4c(c3)-c3ccccc3S4(=O)=O)c(-c3ccccc3)[nH]2)c1OC	1	1.1	1	-14	0	1.3	0.99	1	-4
CCCCCOC(=O)c1cc(=O)[nH]c2ccccc12	1	1.1	-1	-11	-6	1.7	0.87	13	-1
COc1cnc(SCc2ccc(Cl)c(Cl)c2)nc1Cl	-5	0.99	1	0	-7	0.4	0.99	1	-3
CCOC(=O)C1CCN(S(=O)(=O)c2ccc(-c3ccc(=O)[nH]n3)o2)CC1	-6	1	0	-2	-1	-1.8	1	-3	8
CCCCN(CCCC)c1nc2ccccc2nc1C(C#N)C(=O)NCCCOC (stereo not given)	-5	0.93	-2	7	1	-3.6	0.92	8	-2
CCCCNC(=O)c1onc(CSc2cccc3ccccc23)c1C(=O)O	2	0.9	1	10	-13	23	0.96	4	-3
Cc1ccnc(NC(=O)CCC(=O)N(CC(=O)NC2CCCCC2)c2cccc(C)c2C)c1	-1	0.91	2	9	-7	1.3	1.1	-10	-3
Nc1c(S(=O)(=O)c2cccs2)c2nc3ccccc3nc2n1/N=C/c1cccc(O)c1	-3	0.85	-3	15	28*	-2.5	0.91	9	-7
CC(=O)Nc1ccc2c(c1)nc(C)n2Cc1ccccc1	-2	1.1	-3	-13	2	0.3	0.99	1	-5
CC(=O)c1cnc(N2CCCCC2)nc1C	-1	1.2	-4	-21	-1	-1.8	0.98	2	-4
Cc1cccc(C(=O)Oc2coc(CSc3nnc(NC(=O)C4CC4)s3)cc2=O)c1	-2	0.98	5	2	-2	1.1	1.2	-16	-1
Cc1ccc(S(=O)(=O)N2CCOCC2)cc1C(=O)N1CCN(c2ncccn2)CC1	-5	1.1	-1	-11	0	0.6	1	0	-6
O=c1oc2cc(OCc3ccc([N+](=O)[O-])cc3)ccc2c2c1CCCC2	-5	1.1	4	-14	2	1.5	0.88	12	4
C=CCN1C(=O)CSC1=Nc1ccc(C(=O)O)cc1	0	1.3	0	-33	2	-0.1	0.96	4	1
CN(c1ccccc1)c1nc(N)c([N+](=O)[O-])c(NCc2ccccc2)n1	-3	1.2	-3	-15	-20	3.7	0.9	10	-7
CCOc1ccc(NC(=O)CC2C(=O)N(C)C(=S)N2CCCc2ccccc2)cc1 (stereo not given)	-4	0.96	-1	4	7	0.9	1.1	-10	-3
N#Cc1c(-c2ccc(Br)cc2)cc(-c2cccnc2)nc1N	0	0.91	-2	9	-1	-3.2	1	-1	-8
COc1ccc(-c2cc(C(F)(F)F)n3nc(C(=O)Nc4cc(C)on4)cc3n2)cc1OC	1	0.85	-5	15	1	1.3	0.86	14	-6
COCCNC(=S)N1CCN(c2nc3ccccc3s2)CC1	0	1.1	-3	-9	-1	0.7	1	-1	-11
O=C(NC1CCCCC1)c1cccc(OCc2ccccc2)c1	-4	1.1	-3	-13	1	1.5	1.1	-6	-8
CC(C)(C)n1nc2c(c1NC(=O)c1cc(Cl)ccc1[N+](=O)[O-])CS(=O)(=O)C2	-4	0.87	-4	13	0	-1.9	0.98	2	3
O=C(COC(=O)/C=C/c1cccc(C(F)(F)F)c1)NCc1ccc(F)cc1	0	0.9	-4	10	1	-1.3	0.95	5	-8
CC(C)CCN(CCC(C)C)C/C(O)=C(\C#N)c1nc(-c2ccccc2)cs1	-3	1.1	4	-5	-3	5.5	0.85	15	-2
